Compound activity deposited in PubChem BioAssay by National Center for Advancing Translational Sciences (NCATS).
Hsp90 Hop PPI: changes Hsp90-Hop TPR2A binding signal, up or down; AID 595; actives 0.44% (n = 71,000); AlphaScreen TPR2A-His6 binding biotin-Hsp90 C-terminal peptide; Potency, µM (highest dose often 57 µM), without a hit: top-dose activity change, negative = inhibition; active means well fitted curve in either direction with a large enough effect; inconclusive means small, poorly fitted or top-dose-only effect, or another doubt; further: potency means the concentration at half of the fitted maximal effect; on the % scale 0 is the no-effect control and ±100 the full control effect; many of its hits are not listed in these tables
GFP derepression: derepresses silenced GFP locus in mouse C127i cells; mouse C127i GFP locus derepression, cytometry, 30 h; actives 0.09% (n = 68,000); Potency, µM (titrated, usually from 46.1 µM), inactives show at the highest dose GFP derepression (activation); further: % of control where 0% means no effect
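Locus derepression in mouse mammary C127i cells whose integrated CMV-GFP reporter is normally silent; GFP expression after 30 h compound treatment was quantified by counting fluorescent cells.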
Rhodamine fluor: compound autofluorescence in rhodamine spectral region; actives 0.05% (n = 59,000); Rhodamine-region fluorescence, 547/598 nm, Tris buffer; hits give high values; max dye-equivalent concentration, M; in the data active means max dye-equivalent concentration above about 11 nM; inconclusive means between about 1.1 nM and that limit
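Compound fluorescence in 100 mM Tris, pH 8.0, read after 15 min at room temperature with 547 nm excitation and 598 nm emission. Output is dye-equivalent concentration from an on-plate rhodamine standard series.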
HADH2 inhib: inhibitors of human HADH2 dehydrogenase. AID 886. Q99714. recombinant HADH2, NADH fluorescence, beta-hydroxybutyryl-CoA. actives 3.4% (n = 73,000). Potency, µM (doses to about 57.1 µM), for the others: at the highest dose activity change, negative = inhibition, hits mostly inhibitors; further: potency means the concentration at half of the fitted maximal effect; on the % scale 0 is the no-effect control and ±100 the full control effect; nearly all actives have a fitted effect of over 60% in size; many of its hits are not listed in these tables
Target sequence (Q99714 whole entry, looked up, one chain of several): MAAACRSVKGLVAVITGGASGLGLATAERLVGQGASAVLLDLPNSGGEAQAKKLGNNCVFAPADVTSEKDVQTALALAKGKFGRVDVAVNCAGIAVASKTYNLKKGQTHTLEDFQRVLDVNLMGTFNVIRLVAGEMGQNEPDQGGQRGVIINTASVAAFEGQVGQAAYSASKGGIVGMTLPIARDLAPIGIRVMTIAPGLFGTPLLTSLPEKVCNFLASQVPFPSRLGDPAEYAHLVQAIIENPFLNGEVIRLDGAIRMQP
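Read-out: 360 nm excitation, 450 nm emission, kinetic over 4 min. Conditions: His-tagged human HADH2 20 nM, pH 9.0 Tris with Tween-20, 1 mM NAD+, 90 uM beta-hydroxybutyryl-CoA.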
DNA Pol III inh: inhibitors of bacterial DNA polymerase III holoenzyme; Potency, µM (series often up to 57.1 µM), inactives show at the highest dose activity change, negative = inhibition; actives 0.25% (n = 71,000); reconstituted DNA polymerase III holoenzyme replication, biochemical; further: potency means the concentration at half of the fitted maximal effect; on the % scale 0 is the no-effect control and ±100 the full control effect
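Reconstituted *E. coli* holoenzyme (0.35 nM Pol III, 1 nM beta, 154 nM SSB, 2 nM primase) was preincubated with compound for 15 min at RT. Synthesis on 1.4 nM ssM13Gori ran 35 min, then was stopped with PicoGreen/EDTA and read as dsDNA fluorescence.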
4MU fluor: 4-MU region autofluorescence; AID 589; max dye-equivalent concentration, M; actives 11% (n = 59,000); compound autofluorescence, 340/450 nm, 4-MU equivalents; hits give high values; in the data active means max dye-equivalent concentration above about 10 nM; inconclusive means mostly about 1.1 nM to 9.6 nM
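Compounds in 100 mM Tris, pH 8.0, sat 15 min at room temperature before fluorescence was read at 340 nm excitation/450 nm emission; a per-plate six-point 4-MU standard curve converted signals to dye-equivalent concentration at each compound concentration.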
Fluorescein fluor: compound autofluorescence in fluorescein spectral region; Compound autofluorescence, 480/540 nm, fluorescein-equivalent; hits give high values; max fluorescein-equivalent concentration, M; actives 0.91% (n = 59,000); in the data active means max fluorescein-equivalent concentration above about 10 nM; inconclusive means between about 1.1 nM and that limit
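Fluorescein stocks ranging 3 mM down to 300 nM, plus DMSO blanks, were pinned alongside compounds to build a per-plate standard curve. Buffer: 100 mM Tris, pH 8.0. Incubation 15 min, room temperature; filters 480/540 nm.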
HBB splice mod: hemoglobin beta splicing modulation; actives 0.06% (n = 65,000); HBB splicing reporter cell assay, activation; EGFP reporter with mutant IVS2-654 intron; response scale: normalised to 500 nM splice-correcting PNA; Potency, µM (series often up to 46.1 µM), without a hit: at the top dose activation, actives largely listed as activators; further: potency means the concentration at half of the fitted maximal effect; 0% is about no effect
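HeLa cells stably expressing EGFP interrupted by mutant beta-globin intron 2 (IVS2-654), 500/well in 2% FCS. Treated with compound for 2 days at 37C. Splicing correction scored as total well GFP intensity (488 nm excitation, 500-520 nm emission); 500 nM antisense PNA served as control.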
TexasRed autofl: Texas Red region autofluorescence; actives 0.06% (n = 59,000); max dye-equivalent concentration, M; Compound fluorescence, Texas Red channel, 547/618 nm; hits give high values; AID 587; in the data active means max dye-equivalent concentration above about 10 nM; inconclusive means between about 1.1 nM and that limit
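Compound titrations in 100 mM Tris pH 8.0 were incubated 15 min at room temperature and read at 547 nm excitation / 618 nm emission. Texas Red six-point standard curve on each plate converted fluorescence to dye-equivalent concentration.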
15-hLO inh: blocks human 15-lipoxygenase activity | Potency, µM (top dose mostly 57.1 µM), without a hit: top-dose activity change, negative = inhibition, hits mostly inhibitors | purified 15hLO-1, xylenol orange hydroperoxide absorbance | AID 887 | actives 1.4% (n = 74,000) | P16050; further: potency means the concentration at half of the fitted maximal effect; on the % scale 0 is the no-effect control and ±100 the full control effect; nearly all actives have a fitted effect of over 55% in size
Target sequence (P16050 whole entry, looked up): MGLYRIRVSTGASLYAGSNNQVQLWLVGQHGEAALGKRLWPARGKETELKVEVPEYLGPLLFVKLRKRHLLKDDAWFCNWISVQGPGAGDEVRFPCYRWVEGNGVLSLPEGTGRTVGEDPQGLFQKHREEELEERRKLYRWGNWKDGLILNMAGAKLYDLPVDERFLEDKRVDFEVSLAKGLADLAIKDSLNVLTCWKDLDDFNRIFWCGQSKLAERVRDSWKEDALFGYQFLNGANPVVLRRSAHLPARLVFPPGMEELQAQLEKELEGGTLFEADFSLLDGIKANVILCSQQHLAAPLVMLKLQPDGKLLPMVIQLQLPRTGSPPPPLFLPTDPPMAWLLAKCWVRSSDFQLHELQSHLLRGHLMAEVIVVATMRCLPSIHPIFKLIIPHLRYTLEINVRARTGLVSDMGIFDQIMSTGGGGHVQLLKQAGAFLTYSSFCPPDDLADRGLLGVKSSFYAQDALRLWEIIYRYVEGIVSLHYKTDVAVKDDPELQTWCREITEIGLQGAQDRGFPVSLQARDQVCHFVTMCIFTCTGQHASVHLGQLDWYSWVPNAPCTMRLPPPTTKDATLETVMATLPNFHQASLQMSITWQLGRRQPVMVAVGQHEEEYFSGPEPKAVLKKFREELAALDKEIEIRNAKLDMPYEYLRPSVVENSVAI
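Purified human 15hLO-1 (40 nM) in 25 mM Hepes pH 7.5, 0.01% Triton X-100, preincubated 15 min RT with compound, then 50 uM arachidonic acid for 6 min. Hydroperoxide read by ferrous/xylenol orange, 30 min; 573/405 nm absorbance ratio gave progress.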
UbGFP stabilizer: proteasome inhibitors stabilizing ubiquitin-GFP reporter; 67,000 tested, under 10 active; Potency, µM (highest dose often 45.9 µM), without a hit: at the highest dose activation (GFP accumulation), actives largely listed as activators; AID 526; Ubiquitin-GFP reporter cells, proteasome inhibition, GFP fluorescence; response scale: untreated = 0%, 10 µM MG-132 = 100%; active means well fitted activation curve with a large enough effect, not every such curve was filed as active; inconclusive means small, poorly fitted or top-dose-only effect, or another doubt; inactive means no such curve, though single readings can be large or run the other way; further: potency means the concentration at half of the fitted maximal effect
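U2OS Ub(G76V)-GFP reporter; O/N plating, 0.5% FBS; cpd 46 uM–2.9 nM, 4 h, 37 °C; GFP+ cell count, 488/515 nm; norm. to basal vs 10 uM MG-132; CRC fit.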
The depositor's hits bear a star; i = inactive; ? = inconclusive; nt = not tested or not shown; & = joins results of further samples; [ ] = dose if it differs, or a comment. Unless noted, the call rests on the fitted dose curve; in most records, active means well fitted curve in the direction sought with a large enough effect; inconclusive means small, poorly fitted or top-dose-only effect, or another doubt; inactive means no such curve, though single readings can be large; an effect the other way counts as inactive or inconclusive.

smiles,Hsp90 Hop PPI,GFP derepression,Rhodamine fluor,HADH2 inhib,DNA Pol III inh,4MU fluor,Fluorescein fluor,HBB splice mod,TexasRed autofl,15-hLO inh,UbGFP stabilizer
CC(=C1C(=O)c2ccccc2C1=O)N1CCN(CCN=Cc2c(O)n(C)c(=O)n(C)c2=O)CC1,nt,0%[20.6 µM],i,nt,nt,i,i,nt,i,nt,nt
CC(=O)Nc1ccc(OC(=O)N(C)C)cc1,-6%,6%,i,11%,-5%,i,?,-0.3%[57.5 µM],i,5%,-3%
CC(C)C#N,2%,nt,nt,3%,2%,nt,nt,1.0%,nt,-1%,nt
COC(=O)c1ccccc1C(=O)OC,1%,nt,nt,1%,2%,nt,nt,0.1%,nt,6%,nt
C[N+](C)(C)Cc1ccccc1,-11%,nt,nt,-9%,-3%,nt,nt,0.4%,nt,6%,nt
C=C1[C@@H]2CC[C@H]3[C@@]4(C)C[C@@H](O[C@@H]5O[C@H](CO)[C@H](OS(=O)(=O)O)[C@@H](OS(=O)(=O)O)[C@@H]5OC(=O)CC(C)C)C[C@@H](C(=O)O)[C@H]4CC[C@@]3(C2)[C@H]1O,-2%[26 µM],-2%[20.6 µM],i,-4%[25.6 µM],-3%[25.6 µM],i,?,4.2%[20.6 µM],?,6%[25.6 µM],-4%[20.5 µM]
O=C1C2CCN(CC2)[C@@H]1Cc1ccc2ccccc2c1O,nt,5%[20.6 µM],i,nt,nt,i,i,nt,i,nt,nt
c1ccc2c3c([nH]c2c1)CNCC3,nt,-2%[20.6 µM],i,nt,nt,?,i,nt,i,nt,nt
O=C(Oc1ccccc1)N1CCC2(CC1)CN(C(c1ccccc1)c1ccccc1)C2,-9%,-6%[9.22 µM],i,19%,8%,i,?,3.4%,i,-20%,-12%
CCN(N=O)C(N)=O,-3%,nt,nt,6%,3%,nt,nt,0.8%,nt,-10%,nt
CNc1ccc2oc(C[C@H]3O[C@]4(CC[C@H]3C)O[C@H]([C@H](C)C(=O)c3ccc[nH]3)[C@H](C)C[C@H]4C)nc2c1C(=O)O,-11%,-1%,nt,25µM*,-6%,nt,nt,nt,nt,37%[activator][25.6 µM],-4%
CC(=O)O/C(=C1/C[C@H]2[C@@H]3CC=C4C[C@@H](OC(C)=O)CC[C@]4(C)[C@@H]3CC[C@]2(C)C1=O)C(F)(F)F,-5%[11 µM],-1%[9.22 µM],i,24%[11.4 µM],6%[11.4 µM],i,i,2.5%[9.22 µM],i,4%[11.4 µM],0%[9.17 µM]
C[C@@H](C(=O)OC1C[C@H]2CC[C@@H](C1)N2C)c1ccc(Br)cc1 (stereo partly specified),0%,-1%,nt,5%,6%,nt,nt,nt,nt,-6%[25.6 µM],2%
CC(C)(Cl)[N+](=O)[O-],2%,nt,nt,-11%,-5%,nt,nt,-0.5%,nt,-5%,nt
CC(=NCC1CCCO1)c1c(O)n(-c2ccccc2)c(=O)[nH]c1=O (stereo unspecified),-5%,-2%,i,-2%,-5%,i,?,2.4%[0.369 µM],?,2%,nt
COc1cc2cc(c1Cl)N(C)C(=O)C[C@H](OC(=O)C(C)C)[C@]1(C)O[C@@H]1[C@@H](C)[C@H]1C[C@](O)(NC(=O)O1)[C@@H](OC)/C=C\C=C(\C)C2,-4%[11 µM],6%[9.22 µM],i,12%[11.4 µM],-10%[11.4 µM],i,i,-0.7%[9.22 µM],i,1%[11.4 µM],-2%[9.17 µM]
CCc1c(C(=O)OC)ncc2[nH]c3cc(OC)c(OC)cc3c12,-14%,0%,i,18%,-7%,1.7e-08M*,i,0.9%,i,5%,-3%
CCCn1c(C)c(C(=O)c2cccc3ccccc23)c2ccccc21,0%,0%,nt,-3%,-2%,nt,nt,nt,nt,-28%[25.6 µM],-2%
C[C@H]1[C@@H](O)[C@@H](C)/C=C\C=CCC\C=C/C=C\C=C/C=C[C@@H](O[C@H]2O[C@@H](C)[C@@H](O)[C@@H](N)[C@@H]2O)C[C@@H]2O[C@@](O)(C[C@@H](O)[C@H]2C(=O)O)C[C@@H](O)[C@@H](O)CC[C@@H](O)C[C@@H](O)C[C@@H](O)CC(=O)O[C@H]1C,-6%[26 µM],11%[20.6 µM],i,4%[25.6 µM],-6%[25.6 µM],i,?,0.4%[20.6 µM],i,7.9µM*,8%[20.5 µM]
Cc1cccc(-c2nc3ccccc3c(=O)n2-n2cccc2)c1,-12%[11 µM],-2%,nt,2%[11.4 µM],2%[11.4 µM],nt,nt,-2.3%[0.0738 µM],nt,-7%[11.4 µM],3%[9.17 µM]
CC1=C2C(=O)[C@@H]3[C@@H](CC=C4C[C@@H](O)CC[C@@]43C)[C@H]2CC[C@@]12O[C@H]1C[C@H](C)CN[C@H]1[C@@H]2C,-2%[11 µM],2%[9.22 µM],i,-1%[11.4 µM],0%[11.4 µM],i,i,1.3%[9.22 µM],i,0%[11.4 µM],-1%[9.17 µM]
Cc1ccc(NC(=O)CSc2nnc([C@@H](N)Cc3c[nH]c4ccccc34)o2)c(C)c1,-12%,3%,i,27%,3%,i,?,-0.8%[57.5 µM],i,6%,-7%
Clc1cncc(N2CCNCC2)n1,-5%,1%,nt,-4%,-3%,nt,nt,nt,nt,-27%[25.6 µM],-3%
O=S(=O)(c1ccc(Cl)cc1)N1CN2CCN(C2)C1,-5%,0%,i,10%,-8%,i,?,1.7%,i,-6%,-6%
C1CCC2CCCCC2C1 (stereo unspecified),-6%,nt,nt,-4%,1%,nt,nt,0.0%,nt,3%,nt
CCOP(=S)(OCC)SCCSCC,18%,nt,nt,?,1%,nt,nt,1.3%,nt,-4%,nt
NC(N)=Nc1ccc2[nH]c3c(c2c1)C[C@]1(O)[C@@H]2Cc4ccc(O)c5c4[C@]1(CCN2CC1CC1)[C@H]3O5,-23%,0%,i,10µM*,-8%,i,?,3.0%,i,1.3µM*,2%
CCNCC,3%,nt,nt,-12%,4%,nt,nt,0.0%,nt,-4%,nt
C[C@H](N[C@@H](C)CCc1ccccc1)[C@H](O)c1ccc(O)cc1,-1%,2%,i,18%,-4%,?,i,-0.5%,?,10%,3%
N[C@H](CCl)C(=O)O,-5%,0%,i,11%,-1%,i,?,0.5%,i,-18%,5%

Entries of single compounds, quoted from the list. Values in the order: Hsp90 Hop PPI, GFP derepression, Rhodamine fluor, HADH2 inhib, DNA Pol III inh, 4MU fluor, Fluorescein fluor, HBB splice mod, TexasRed autofl, 15-hLO inh, UbGFP stabilizer
Listed for C[C@H](N[C@@H](C)CCc1ccccc1)[C@H](O)c1ccc(O)cc1 : -1%, 2%, i, 18%, -4%, ?, i, -0.5%, ?, 10%, 3%
Listed for Clc1cncc(N2CCNCC2)n1 : -5%, 1%, nt, -4%, -3%, nt, nt, nt, nt, -27%[25.6 µM], -3%

Going on with the list.
smiles,Hsp90 Hop PPI,GFP derepression,Rhodamine fluor,HADH2 inhib,DNA Pol III inh,4MU fluor,Fluorescein fluor,HBB splice mod,TexasRed autofl,15-hLO inh,UbGFP stabilizer
C=C(C)c1ccccc1,0%,nt,nt,-4%,8%,nt,nt,0.8%,nt,-4%,nt
CC[C@H](CO)NC(=O)[C@@H]1C=C2c3cccc4[nH]cc(c34)C[C@@H]2N(C)C1,-12%,-3%,i,25µM*,-4%,5.9e-08M*,2.7e-08M*,1.5%,i,7%,7%
CC1=CC(=C2C(=O)NC(=O)NC2=O)C=C(C(F)(F)F)N1C(C)C,-5%,0%,nt,-11%,-4%,nt,nt,-2.0%,nt,-3%,0%
CCCC(=O)OCC[N+](C)(C)C,nt,0%[20.6 µM],i,nt,nt,i,i,nt,i,nt,nt
COc1ccccc1CN1CC[C@@]2(CCCN(C(=O)Oc3ccccc3)C2)C1,3%,-2%[9.22 µM],i,-1%,-1%,i,i,4.5%,i,10%,-4%
CN1[C@@H]2CC[C@H]1CC(O[C@@H](c1ccccc1)c1ccc(Cl)cc1)C2 (stereo partly specified),-5%&-8%,0%&-2%,i,-2%&8%,-7%&-4%,i,?,0.8%,?,-1%[25.6 µM],-3%&0%

Only part of the results is shown; count on the stated rates, not on these rows.
